KDM4C inh: KDM4C (human) demethylase inhibition. 0.15% of 96,000 active. Q9H3R0. AID 720574. inhibition, % at 12.5 µM. GST-KDM4C 2-372, H3K9me3 peptide, LANCE TR-FRET;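 active = mean replicate inhibition above about 25%, with at least 55% of replicates also reaching it, limit read from the data, passing the limit was not always enough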
Target sequence (Q9H3R0 2-372 limits assumed): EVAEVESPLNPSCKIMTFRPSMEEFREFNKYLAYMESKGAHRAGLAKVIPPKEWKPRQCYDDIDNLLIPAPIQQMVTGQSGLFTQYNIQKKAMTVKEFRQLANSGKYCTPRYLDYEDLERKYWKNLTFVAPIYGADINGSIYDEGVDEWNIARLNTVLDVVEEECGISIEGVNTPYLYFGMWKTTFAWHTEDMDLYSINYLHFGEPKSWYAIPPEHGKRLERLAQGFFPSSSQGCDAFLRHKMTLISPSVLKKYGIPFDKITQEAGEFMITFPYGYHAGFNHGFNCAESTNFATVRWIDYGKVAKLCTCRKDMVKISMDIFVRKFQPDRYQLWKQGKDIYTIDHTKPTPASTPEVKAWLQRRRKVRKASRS
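System – N-terminal GST-fused human GASC-1 (KDM4C) fragment, residues 2-372 · Input – enzyme final amount 10 nM · Technique – LANCE TR-FRET, Eu antibody, ULight-streptavidin, EDTA, ex 340 nm, em 618/671 nm · Medium – HEPES buffer, pH 7.5, plus ascorbate · Incubation – enzyme reaction 30 min, then detection 60 min, both room temperature · Reagent – H3K9me3 peptide with Fe(II)/2OG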
* marks the source's active call; other numbers are inactive results.

SMILES	KDM4C inh
CCCN1C[C@H](C)[C@@H](OC)CN(C)C(=O)c2ccc(NC(=O)C3CC3)cc2OC[C@H]1C	-1.2
COCC(=O)Nc1ccc2c(c1)C(=O)N(C)C[C@H](OC)[C@@H](C)CN(CC1CC1)[C@@H](C)CO2	1.2
CO[C@H]1CN(C)C(=O)c2cc(NC(=O)C3CC3)ccc2OC[C@@H](C)N(CC2CCOCC2)C[C@H]1C	0.3
CO[C@H]1CN(C)C(=O)c2cc(NC(=O)C3CC3)ccc2OC[C@@H](C)N(CC2CCOCC2)C[C@@H]1C	0.6
CO[C@H]1CN(C)C(=O)c2ccc(NC(=O)C3CC3)cc2OC[C@@H](C)N(CC2CCCC2)C[C@@H]1C	-1.3
CO[C@H]1CN(C)C(=O)c2ccc(NC(=O)C3CC3)cc2OC[C@H](C)N(Cc2cccnc2)C[C@@H]1C	0.4
CO[C@H]1CN(C)C(=O)c2cc(NC(C)=O)ccc2OC[C@@H](C)N(CC2CC2)C[C@H]1C	-0.7
CO[C@H]1CN(C)C(=O)c2ccc(NC(C)=O)cc2OC[C@@H](C)N(CC2CCCCC2)C[C@H]1C	-0.3
C[C@@H]1CCCCO[C@H](CN(C)C(=O)NC2CCCCC2)[C@H](C)CN([C@H](C)CO)C(=O)c2cc(NC(=O)Cc3ccccc3)ccc2O1	-0.6
CCC(=O)N1C[C@H](C)[C@@H](OC)CN(C)C(=O)c2cc(NC(=O)C3CCCCC3)ccc2OC[C@@H]1C	0.4
CO[C@@H]1CN(C)C(=O)c2cc(NC(=O)c3ccccc3F)ccc2OC[C@@H](C)N(CC2CC2)C[C@@H]1C	1.4
Cc1noc(C)c1S(=O)(=O)N(C)C[C@H]1Oc2c(NC(=O)c3nc4ccccc4s3)cccc2C(=O)N([C@H](C)CO)C[C@H]1C	8.7
CCC(=O)Nc1ccc2c(c1)C(=O)N(C)C[C@H](OC)[C@H](C)CN(CC1CC1)[C@H](C)CO2	-2.1
CO[C@@H]1CN(C)C(=O)c2ccc(NC(=O)C3CC3)cc2OC[C@@H](C)NC[C@H]1C	1.7
CO[C@@H]1CN(C)C(=O)c2cc(NC(=O)C3CCC3)ccc2OC[C@@H](C)N(C(=O)NC(C)C)C[C@@H]1C	0.5
Cc1noc(C)c1NC(=O)N(C)C[C@H]1Oc2ccc(NC(=O)Nc3ccccc3)cc2C(=O)N([C@H](C)CO)C[C@@H]1C	3.9
C[C@H](CO)N1C[C@H](C)[C@H](CN(C)C(=O)Nc2ccc(N3CCN(C)CC3)cc2)OCc2cnnn2CCCC1=O	0.0
C[C@H](CO)N1C[C@H](C)[C@@H](CN(C)C(=O)Nc2ccccc2)Oc2ccc(NC(=O)CCCCCC(=O)Nc3ccccc3N)cc2C1=O	-0.9
CCC(=O)Nc1ccc2c(c1)OC[C@H](C)N(CC1CC1)C[C@@H](C)[C@@H](OC)CN(C)C2=O	-0.9
C[C@@H]1CN([C@H](C)CO)C(=O)c2cccc(NC(=O)Nc3ccc4c(c3)OCO4)c2O[C@H]1CN(C)CC1CCCCC1	-0.2
CO[C@H]1CN(C)C(=O)c2cc(NC(=O)C3CC3)ccc2OC[C@H](C)N(C(=O)c2ccccc2)C[C@H]1C	-1.0
CCC(=O)N1C[C@@H](C)[C@@H](OC)CN(C)C(=O)c2ccc(NC(=O)C3CC3)cc2OC[C@@H]1C	1.8
CO[C@@H]1CN(C)C(=O)c2cc(NS(C)(=O)=O)ccc2OC[C@@H](C)N(C(=O)C2CC2)C[C@@H]1C	-1.5
CO[C@H]1CN(C)C(=O)c2cc(NC(=O)C3CC3)ccc2OC[C@@H](C)N(Cc2nccs2)C[C@@H]1C	2.2
CC(C)NC(=O)N(C)C[C@H]1Oc2ccc(NC(=O)Nc3ccccc3)cc2C(=O)N([C@H](C)CO)C[C@@H]1C	-0.7
CO[C@H]1CN(C)C(=O)c2cc(NC(=O)C3CC3)ccc2OC[C@@H](C)NC[C@@H]1C	-2.9
COc1ccc(NC(=O)N(C)C[C@H]2Oc3ccc(NC(=O)Nc4c(C)noc4C)cc3C(=O)N([C@H](C)CO)C[C@H]2C)cc1	0.8
C[C@@H]1CCCCO[C@@H](CN(C)C(=O)Nc2ccc(F)cc2)[C@@H](C)CN([C@@H](C)CO)C(=O)c2cc(NC(=O)NC3CCCCC3)ccc2O1	0.6
Cc1ccc(S(=O)(=O)Nc2ccc3c(c2)CC(=O)N([C@H](C)CO)C[C@@H](C)[C@H](CN(C)S(=O)(=O)c2ccccc2)O3)cc1	-1.0
COCC(=O)Nc1ccc2c(c1)OC[C@@H](C)N(CC1CCCCC1)C[C@H](C)[C@H](OC)CN(C)C2=O	1.4
CO[C@H]1CN(C)C(=O)c2cc(NC(C)=O)ccc2OC[C@@H](C)N(C(=O)C2CCCCC2)C[C@@H]1C	-1.8
C[C@H]1CN([C@@H](C)CO)C(=O)Cc2cc(NC(=O)Cc3cn(C)c4ccccc34)ccc2O[C@@H]1CN(C)S(=O)(=O)c1cn(C)cn1	-0.6
COc1ccc(S(=O)(=O)Nc2ccc3c(c2)C(=O)N([C@H](C)CO)C[C@@H](C)[C@H](CN(C)C(=O)Nc2ccccc2)OCCCC[C@H](C)O3)cc1	-0.4
C[C@@H]1CN([C@@H](C)CO)C(=O)c2cccc(NC(=O)CCCCCC(=O)Nc3ccccc3N)c2O[C@H]1CN(C)Cc1ccc(Oc2ccccc2)cc1	2.4
CO[C@@H]1CN(C)C(=O)c2cc(NC(C)=O)ccc2OC[C@H](C)N(C(=O)C2CCCCC2)C[C@@H]1C	-1.5
C[C@@H]1CN([C@@H](C)CO)C(=O)c2cc(NC(=O)Nc3ccccc3)ccc2O[C@@H](C)CCCCO[C@H]1CN(C)S(=O)(=O)c1ccccc1	0.4
CCCNC(=O)Nc1ccc2c(c1)OC[C@@H](C)N(C(=O)C1CC1)C[C@H](C)[C@H](OC)CN(C)C2=O	0.0
CO[C@@H]1CN(C)C(=O)c2cc(NC(=O)C3CC3)ccc2OC[C@@H](C)N(C)C[C@@H]1C	-2.1
CO[C@@H]1CN(C)C(=O)c2cc(NS(C)(=O)=O)ccc2OC[C@@H](C)N(CC2CC2)C[C@@H]1C	-1.7
COc1ccc(S(=O)(=O)N(C)C[C@@H]2Oc3c(NC(=O)Nc4c(C)noc4C)cccc3C(=O)N([C@@H](C)CO)C[C@H]2C)cc1	0.9
Cc1ccc(S(=O)(=O)N(C)C[C@H]2Oc3c(NC(=O)c4cc(C)nn4C)cccc3C(=O)N([C@H](C)CO)C[C@@H]2C)cc1	1.5
CCC(=O)N1C[C@@H](C)[C@@H](OC)CN(C)C(=O)c2cc(NC(=O)C3CCCCC3)ccc2OC[C@@H]1C	0.4
C[C@@H]1CN([C@@H](C)CO)C(=O)Cc2cc(NC(=O)NC3CCCCC3)ccc2O[C@@H]1CN(C)Cc1ccc(C(=O)Nc2ccccc2N)cc1	-0.6
CCC(=O)N1C[C@@H](C)[C@H](OC)CN(C)C(=O)c2ccc(NC(=O)C3CC3)cc2OC[C@@H]1C	1.1
CO[C@@H]1CN(C)C(=O)c2cc(NS(C)(=O)=O)ccc2OC[C@@H](C)N(CC2CC2)C[C@H]1C	1.4

14 entries out of the list, ordered by length of the SMILES, highest first:
SMILES	KDM4C inh
COc1ccc(S(=O)(=O)Nc2ccc3c(c2)C(=O)N([C@H](C)CO)C[C@@H](C)[C@H](CN(C)C(=O)Nc2ccccc2)OCCCC[C@H](C)O3)cc1	-0.4
C[C@@H]1CCCCO[C@@H](CN(C)C(=O)Nc2ccc(F)cc2)[C@@H](C)CN([C@@H](C)CO)C(=O)c2cc(NC(=O)NC3CCCCC3)ccc2O1	0.6
C[C@@H]1CN([C@@H](C)CO)C(=O)c2cc(NC(=O)Nc3ccccc3)ccc2O[C@@H](C)CCCCO[C@H]1CN(C)S(=O)(=O)c1ccccc1	0.4
C[C@@H]1CN([C@@H](C)CO)C(=O)Cc2cc(NC(=O)NC3CCCCC3)ccc2O[C@@H]1CN(C)Cc1ccc(C(=O)Nc2ccccc2N)cc1	-0.6
Cc1ccc(S(=O)(=O)Nc2ccc3c(c2)CC(=O)N([C@H](C)CO)C[C@@H](C)[C@H](CN(C)S(=O)(=O)c2ccccc2)O3)cc1	-1.0
COc1ccc(S(=O)(=O)N(C)C[C@@H]2Oc3c(NC(=O)Nc4c(C)noc4C)cccc3C(=O)N([C@@H](C)CO)C[C@H]2C)cc1	0.9
Cc1ccc(S(=O)(=O)N(C)C[C@H]2Oc3c(NC(=O)c4cc(C)nn4C)cccc3C(=O)N([C@H](C)CO)C[C@@H]2C)cc1	1.5
CCC(=O)N1C[C@@H](C)[C@@H](OC)CN(C)C(=O)c2cc(NC(=O)C3CCCCC3)ccc2OC[C@@H]1C	0.4
CCCNC(=O)Nc1ccc2c(c1)OC[C@@H](C)N(C(=O)C1CC1)C[C@H](C)[C@H](OC)CN(C)C2=O	0.0
CO[C@H]1CN(C)C(=O)c2cc(NC(C)=O)ccc2OC[C@@H](C)N(C(=O)C2CCCCC2)C[C@@H]1C	-1.8
COCC(=O)Nc1ccc2c(c1)OC[C@@H](C)N(CC1CCCCC1)C[C@H](C)[C@H](OC)CN(C)C2=O	1.4
CO[C@@H]1CN(C)C(=O)c2cc(NS(C)(=O)=O)ccc2OC[C@@H](C)N(CC2CC2)C[C@@H]1C	-1.7
CO[C@@H]1CN(C)C(=O)c2cc(NS(C)(=O)=O)ccc2OC[C@@H](C)N(CC2CC2)C[C@H]1C	1.4
CO[C@@H]1CN(C)C(=O)c2cc(NC(=O)C3CC3)ccc2OC[C@@H](C)N(C)C[C@@H]1C	-2.1

(next part)
SMILES	KDM4C inh
CO[C@H]1CN(C)C(=O)c2ccc(NC(=O)C3CC3)cc2OC[C@H](C)N(C(=O)CN(C)C)C[C@H]1C	-0.6
C[C@@H]1CCCCO[C@H](CN(C)CC2CCCCC2)[C@@H](C)CN([C@H](C)CO)C(=O)c2cc(NC(=O)CCCCCC(=O)Nc3ccccc3N)ccc2O1	-2.4
C[C@@H]1CN([C@@H](C)CO)C(=O)c2cccc(NS(=O)(=O)c3ccc(Cl)cc3)c2O[C@@H]1CN(C)C(=O)Nc1ccc(C(F)(F)F)cc1	4.7
CO[C@H]1CN(C)C(=O)c2cc(NC(=O)C3CCC3)ccc2OC[C@@H](C)N(CC2CCCCC2)C[C@@H]1C	0.4
COc1ccc(S(=O)(=O)N(C)C[C@H]2Oc3c(NC(=O)NC4CCCCC4)cccc3C(=O)N([C@@H](C)CO)C[C@@H]2C)cc1	-1.9
C[C@@H]1CCCCO[C@H](CN(C)C(=O)Nc2ccccc2)[C@H](C)CN([C@H](C)CO)C(=O)c2cc(NC(=O)Nc3ccc(C(F)(F)F)cc3)ccc2O1	-0.3
CCC(=O)Nc1ccc2c(c1)OC[C@H](C)N(C(=O)C1CCC1)C[C@@H](C)[C@@H](OC)CN(C)C2=O	0.0
CO[C@H]1CN(C)C(=O)c2cc(NC(C)=O)ccc2OC[C@H](C)N(CC2CC2)C[C@@H]1C	0.5
CO[C@H]1CN(C)C(=O)c2cc(NS(C)(=O)=O)ccc2OC[C@H](C)N(C(=O)C2CC2)C[C@@H]1C	1.3
CO[C@H]1CN(C)C(=O)c2cc(NC(=O)C3CCC3)ccc2OC[C@H](C)N(CC2CCCCC2)C[C@@H]1C	1.0
CCC(=O)Nc1ccc2c(c1)OC[C@@H](C)N(CC1CC1)C[C@H](C)[C@H](OC)CN(C)C2=O	0.2
CO[C@H]1CN(C)C(=O)c2cc(NC(=O)C3CCC3)ccc2OC[C@@H](C)N(C(=O)NC(C)C)C[C@H]1C	0.9
CO[C@H]1CN(C)C(=O)c2ccc(NC(=O)C3CC3)cc2OC[C@H](C)NC[C@H]1C	0.5
CO[C@H]1CN(C)C(=O)c2ccc(NC(=O)C3CC3)cc2OC[C@H](C)N(Cc2cccnc2)C[C@H]1C	0.3
CO[C@@H]1CN(C)C(=O)c2ccc(NS(C)(=O)=O)cc2OC[C@@H](C)N(CC2CC2)C[C@@H]1C	0.3
CO[C@H]1CN(C)C(=O)c2ccc(NC(=O)c3ccccc3F)cc2OC[C@H](C)N(CC2CCOCC2)C[C@H]1C	-0.1
CCCN1C[C@@H](C)[C@H](OC)CN(C)C(=O)c2cc(NC(=O)C3CC3)ccc2OC[C@H]1C	0.5
CO[C@@H]1CN(C)C(=O)c2cc(NC(=O)C3CCC3)ccc2OC[C@H](C)N(C(=O)CN(C)C)C[C@H]1C	0.1
CO[C@@H]1CN(C)C(=O)c2ccc(NC(=O)C3CC3)cc2OC[C@@H](C)N(C(=O)CN(C)C)C[C@@H]1C	0.5
CO[C@H]1CN(C)C(=O)c2cc(NC(=O)C3CC3)ccc2OC[C@@H](C)N(CC2CC2)C[C@H]1C	0.4
CCC(=O)Nc1ccc2c(c1)OC[C@@H](C)N(C(=O)C1CCC1)C[C@@H](C)[C@@H](OC)CN(C)C2=O	-0.5
CO[C@@H]1CN(C)C(=O)c2ccc(NS(C)(=O)=O)cc2OC[C@@H](C)N(CC2CC2)C[C@H]1C	1.6
CO[C@H]1CN(C)C(=O)c2cc(NC(=O)C3CCC3)ccc2OC[C@H](C)N(CC2CCCCC2)C[C@H]1C	1.8

By substructure: the compounds so far containing a CF3 group
SMILES	KDM4C inh
C[C@@H]1CN([C@@H](C)CO)C(=O)c2cccc(NS(=O)(=O)c3ccc(Cl)cc3)c2O[C@@H]1CN(C)C(=O)Nc1ccc(C(F)(F)F)cc1	4.7
C[C@@H]1CCCCO[C@H](CN(C)C(=O)Nc2ccccc2)[C@H](C)CN([C@H](C)CO)C(=O)c2cc(NC(=O)Nc3ccc(C(F)(F)F)cc3)ccc2O1	-0.3

Source: PubChem (Broad Institute)

Some of the compounds tested; rates above refer to the full screens.
